Screening results from PubChem BioAssay.
GRIN3A LBD mod: modulates the human NR3A ligand-binding domain; NR3A LBD differential scanning fluorimetry, Tm shift; 0% = protein alone, 100% = glycine-bound protein; Tm shift relative to glycine control, % at 25 µM; 340,000 tested, 2.5% active; AID 1259313;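 active means melting temperature shift of at least 10% of the positive control shift, at one fixed dose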
CCR6 antagonist: blocks CCL20-driven beta-arrestin recruitment at human CCR6 | 340,000 tested, 0.49% active | CHO-K1 CCR6 PathHunter beta-arrestin, luminescence, CCL20-stimulated | inhibition, % at 20 µM | P51684 | AID 493098;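 active means compounds whose inhibition of the agonist-driven luminescence signal at 20 µM reaches about 50%, limit read from the data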;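 further: cells stimulated with CCL20 at 14 nM final; plate controls were DMSO with CCL20 for no effect and DMSO without agonist for full effect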
Target sequence (P51684 whole entry, looked up): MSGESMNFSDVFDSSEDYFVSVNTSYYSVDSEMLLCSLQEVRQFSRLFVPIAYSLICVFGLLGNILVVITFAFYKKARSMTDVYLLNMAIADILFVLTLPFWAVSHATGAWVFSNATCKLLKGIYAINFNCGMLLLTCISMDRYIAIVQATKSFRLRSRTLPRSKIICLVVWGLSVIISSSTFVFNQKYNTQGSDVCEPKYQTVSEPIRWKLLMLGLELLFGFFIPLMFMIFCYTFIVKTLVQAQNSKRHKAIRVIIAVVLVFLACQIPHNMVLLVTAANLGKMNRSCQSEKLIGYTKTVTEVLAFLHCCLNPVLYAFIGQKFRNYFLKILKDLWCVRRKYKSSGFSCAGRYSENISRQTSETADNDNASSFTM
EBI2 block: antagonists of human EBI2 receptor | P32249 | EBI2 beta-arrestin recruitment, luminescence, 7a,25-OHC stimulated | inhibition, % at 5 µM | 360,000 tested, 0.81% active | AID 651636; in the data active means inhibition above about 38%;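 further: enzyme fragment complementation signal reports receptor beta-arrestin coupling in cells; 0% = agonist plus DMSO wells and 100% = wells without agonist; some results beyond the cut were filed as inactive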
Target sequence (P32249 whole entry, looked up, the tested form may be a part): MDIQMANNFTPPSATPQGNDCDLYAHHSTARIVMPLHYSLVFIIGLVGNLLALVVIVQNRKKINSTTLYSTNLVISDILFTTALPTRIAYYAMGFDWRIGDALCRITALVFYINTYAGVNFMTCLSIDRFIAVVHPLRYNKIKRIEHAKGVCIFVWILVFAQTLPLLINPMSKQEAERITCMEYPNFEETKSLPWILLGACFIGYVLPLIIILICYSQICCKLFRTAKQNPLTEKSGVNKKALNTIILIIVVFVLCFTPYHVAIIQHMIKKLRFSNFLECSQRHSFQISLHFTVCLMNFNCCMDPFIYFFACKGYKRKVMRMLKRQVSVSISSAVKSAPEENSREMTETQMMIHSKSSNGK
APOBEC3G inh: APOBEC3G (human) deaminase inhibition; recombinant A3G, ssDNA deamination FAM/TAMRA fluorescence; 330,000 tested, 0.28% active; inhibition, % at 20 µM; AID 493012; Q9HC16;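 active means inhibition of at least 40% at 20 µM, with no more than 30% in the related APOBEC3A deaminase screen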;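 further: plate controls were DMSO wells with A3G for no effect and wells lacking A3G enzyme for full effect; some compounds called inactive have numbers as strong as hits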
Gli-Sufu antag: Gli-Sufu pathway antagonism. 340,000 tested, 0.74% active. inhibition, % at 5 µM. Sufu-KO-LIGHT fibroblasts, Gli luciferase reporter luminescence. AID 588413;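 active means inhibition above about 55%, limit read from the data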;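 further: 0% = DMSO-treated cells and 100% = wells with medium but no cells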
CXCR6 block: CXCR6 (human) receptor inhibition; O00574; CHO-K1 PathHunter CXCR6 beta-arrestin, luminescence; inhibition, % at 20 µM; 360,000 tested, 0.36% active; in the data active means inhibition above about 34%, passing the limit was not always enough;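 further: antagonist mode with CXCL16 agonist at 10 nM final; 0% = 10 nM CXCL16 with DMSO and 100% = unstimulated wells without agonist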
MPTP block: permeability transition pore inhibition. isolated mouse mitochondria, Ca2+ swelling absorbance, 30 min. inhibition, % at 10 µM. 360,000 tested, 1.4% active. AID 602449;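 active means inhibition of 50% or more, scaled per plate between neutral and stimulator controls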;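 further: 0% = DMSO wells given calcium and 100% = 1 mM EGTA wells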
APOBEC3A inh: human APOBEC3A DNA deaminase inhibition | P31941 | recombinant A3A, FAM/TAMRA ssDNA deamination fluorescence | inhibition, % at 20 µM | 330,000 tested, 0.41% active;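 active means at least 40% inhibition at 20 µM here, with at most 30% in a related deaminase screen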;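 further: plate controls were A3A with DMSO for no effect and wells lacking A3A enzyme for full effect; some results filed as inactive read as strong as hits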
Target sequence (P31941 whole entry, looked up): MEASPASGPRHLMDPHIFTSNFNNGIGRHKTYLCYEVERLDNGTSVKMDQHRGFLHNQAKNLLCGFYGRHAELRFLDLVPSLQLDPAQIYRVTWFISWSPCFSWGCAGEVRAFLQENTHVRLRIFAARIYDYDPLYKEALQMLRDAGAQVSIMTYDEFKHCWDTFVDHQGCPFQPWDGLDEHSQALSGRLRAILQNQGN
An asterisk follows results filed as active; x = no result given.

1) O=C(Nc1n[nH]c(C2CCCCC2)n1)C1CCCCC1
2) CN(C(=O)C1CCN(S(=O)(=O)c2cccs2)CC1)c1ccccc1
3) Cc1ccnc(NC(=O)c2ccc(Cl)c(NC(=O)c3ccccc3C)c2)c1
4) CCOc1ccc(NC(=O)N2CCc3ccccc3C2)cc1
5) CC(C)(C)C1CCc2c(sc(NC(=O)c3ccco3)c2C(N)=O)C1 (centres undefined)
6) O=C(NCC1CCCO1)C(=O)N/N=C/c1ccc(O)c(Cl)c1 (centres undefined)
7) CC(CC(=O)Nc1ccc2c(c1)OCCO2)c1ccccc1 (centres undefined)
8) O=C(N/N=C/c1cccs1)c1ccc(-n2cccc2)cc1
screen / no. | 1 | 2 | 3 | 4 | 5 | 6 | 7 | 8
GRIN3A LBD mod | 1 | -1 | 2 | -1 | -2 | 0 | 2 | -27
CCR6 antagonist | 4 | -17 | 9 | 6 | 12 | -3 | 14 | -2
EBI2 block | -12 | -3 | 4 | 1 | -10 | -4 | 4 | -14
APOBEC3G inh | -3 | -16 | 15 | -6 | 2 | -8 | -4 | -4
Gli-Sufu antag | -13 | 28 | -1 | -66 | 8 | 1 | -54 | 4
CXCR6 block | -1 | 6 | -1 | 5 | -3 | 6 | -1 | 5
MPTP block | -1.1 | -0.6 | 0.4 | -0.4 | 13 | -0.4 | -1.5 | 3.2
APOBEC3A inh | -3 | 0 | -4 | -1 | 3 | -1 | -3 | -1

9) Cc1nnc(SCCn2c(N3CCCC(C)C3)nc3c2c(=O)n(C)c(=O)n3C)s1 (centres undefined)
10) Cc1cc(=O)[nH]c(NN=Cc2cc(Br)ccc2O)n1
11) CCOC(=O)CC(=O)CSc1nc(-c2cccnc2)cc(C)c1C#N
12) Cc1ccc(NC(=O)/C(=C/c2ccco2)c2ccccc2)c(C)c1
13) CN1C(=O)CS(=O)c2ccc(C(=O)NCCC3=CCCCC3)cc21 (centres undefined)
14) CN(c1ccc(C(=O)NCc2ccncc2)cc1)S(=O)(=O)c1ccc(Cl)cc1
15) Cc1ccc(-c2nc(-c3ccccn3)no2)cc1
16) Cc1nc2ccc(C(=O)N/N=C/c3cc([N+](=O)[O-])ccc3O)cc2[nH]1
screen / no. | 9 | 10 | 11 | 12 | 13 | 14 | 15 | 16
GRIN3A LBD mod | 5 | -2 | 2 | 0 | -1 | 0 | -2 | -2
CCR6 antagonist | 3 | 2 | -3 | 17 | 9 | 11 | 7 | 59*
EBI2 block | -4 | 2 | 7 | 9 | 1 | 1 | -21 | 2
APOBEC3G inh | -8 | x | -4 | -3 | -6 | -3 | -2 | -4
Gli-Sufu antag | -2 | 76* | 3 | 7 | 13 | 1 | 75* | -3
CXCR6 block | -4 | -9 | -4 | 3 | -3 | -6 | -1 | 10
MPTP block | -0.7 | 0.1 | 0.5 | 0.2 | 2.4 | -0.5 | -4.5 | -3.4
APOBEC3A inh | -7 | x | -3 | -5 | 0 | 0 | -4 | 0

Copied from the listing for reference:
9) Cc1nnc(SCCn2c(N3CCCC(C)C3)nc3c2c(=O)n(C)c(=O)n3C)s1 (centres undefined)
10) Cc1cc(=O)[nH]c(NN=Cc2cc(Br)ccc2O)n1
11) CCOC(=O)CC(=O)CSc1nc(-c2cccnc2)cc(C)c1C#N
screen / no. | 9 | 10 | 11
GRIN3A LBD mod | 5 | -2 | 2
CCR6 antagonist | 3 | 2 | -3
EBI2 block | -4 | 2 | 7
APOBEC3G inh | -8 | x | -4
Gli-Sufu antag | -2 | 76* | 3
CXCR6 block | -4 | -9 | -4
MPTP block | -0.7 | 0.1 | 0.5
APOBEC3A inh | -7 | x | -3

Next structures:
17) O=C(NCCN1CCOCC1)c1cc(Br)ccc1Cl
18) COc1ccc(-c2noc(C3CCCN(C(=O)c4c(F)cccc4F)C3)n2)cc1OC (centres undefined)
19) CCOC(=O)N1CCN(CC(O)COc2ccccc2[N+](=O)[O-])CC1 (centres undefined)
20) O=C(Nc1ccc(N2CCOCC2)cc1)c1cccc(S(=O)(=O)N2CCOCC2)c1
21) Cc1[nH]c(=O)[nH]c(=O)c1NC(=O)c1sc2nc3c(C)cccc3cc2c1N
22) CC(=O)Nc1cccc(Oc2nc(C)cc(C)c2C#N)c1
23) Cc1cc(C)c(S(C)(=O)=O)c(NN)n1
24) CC(C)c1ccc(C(=O)N2CCCN(C(=O)c3ccc(C(C)C)cc3)CC2)cc1
screen / no. | 17 | 18 | 19 | 20 | 21 | 22 | 23 | 24
GRIN3A LBD mod | -1 | -1 | 0 | 2 | 4 | 0 | 1 | 2
CCR6 antagonist | -3 | 12 | 7 | -3 | 1 | 7 | -5 | 1
EBI2 block | 7 | 11 | 2 | -1 | -10 | 0 | -13 | 7
APOBEC3G inh | 1 | -6 | 0 | -3 | 2 | -10 | -1 | -3
Gli-Sufu antag | -7 | -28 | -6 | -8 | 4 | 6 | -27 | 24
CXCR6 block | -2 | 0 | -11 | 1 | 3 | 9 | -11 | 2
MPTP block | 0.1 | 0.2 | 0.5 | -0.8 | -1.1 | 0.6 | -0.7 | -0.5
APOBEC3A inh | -9 | -1 | 0 | -2 | -1 | -2 | -2 | -2

25) Cc1ccc(C(=O)OCC(=O)Nc2cc(F)ccc2F)cc1NC(=O)c1ccco1
26) O=C(Nc1nccs1)c1nc[nH]c1C(=O)NCc1ccccc1
27) Nc1nnc(CCCCc2cccs2)o1
28) COc1ccc(Cn2nnc(C(=O)Nc3ccc(F)cc3)c2N)cc1
29) Cn1cnnc1SCC(=O)Nc1sc2c(c1C(N)=O)CCC2
30) COc1ccc(-n2ncc3c2CC(C)(C)CC3NC(=O)CSc2ccccn2)cc1 (centres undefined)
31) CCn1c(=O)[nH]c(=O)c2c(N)c(C(=O)c3cc(F)ccc3F)sc21
32) C#CCOCCOCCOCCNc1nc(N2CCOCC2)nc(N2CCN(C(=O)[C@H]([C@@H](C)CC)n3cc(CCCN=C(N)N)nn3)CC2)n1
screen / no. | 25 | 26 | 27 | 28 | 29 | 30 | 31 | 32
GRIN3A LBD mod | 2 | 0 | 3 | -1 | -5 | -1 | -1 | -2
CCR6 antagonist | -7 | 14 | -8 | -8 | 5 | 18 | 10 | -10
EBI2 block | 3 | -22 | 2 | -4 | 0 | -30 | -7 | 2
APOBEC3G inh | -1 | -11 | x | -3 | 56 | -5 | -7 | -16
Gli-Sufu antag | 5 | -1 | -1 | -14 | x | 3 | -8 | -5
CXCR6 block | 0 | -2 | 2 | -2 | 5 | -6 | 0 | 2
MPTP block | 0.5 | -0.7 | -1.6 | 0.7 | 1.0 | -0.6 | 1.5 | -0.3
APOBEC3A inh | 2 | -3 | x | 2 | 63 | -1 | 0 | -2

33) Cn1nc(C(=O)OCC(=O)Nc2ccc(S(N)(=O)=O)cc2)c2ccccc2c1=O
34) O=C(CS(=O)c1ccc(C(F)(F)F)cc1[N+](=O)[O-])Oc1ccccc1 (centres undefined)
35) CC(=O)Nc1ccc(S(=O)(=O)C(C#N)c2nc3ccccc3nc2NCCN2CCOCC2)cc1 (centres undefined)
36) Cc1c(C(=O)Nc2cccc(Cl)c2)oc2ccc(S(=O)(=O)N3CCC4(CC3)OCCO4)cc12
37) Cc1ccc(N(C(=O)C2CCCC2)C2C=CS(=O)(=O)C2)cc1C (centres undefined)
38) COC(=O)CC(c1ccc(F)cc1)n1c(C)ccc1C (centres undefined)
39) O=C(Nc1ncc([N+](=O)[O-])s1)C1CC(=O)N(c2ccc(F)cc2)C1 (centres undefined)
40) S=C(NCCCc1ccccc1)NCc1ccccc1
screen / no. | 33 | 34 | 35 | 36 | 37 | 38 | 39 | 40
GRIN3A LBD mod | -2 | 2 | 2 | 0 | -2 | -2 | -4 | -2
CCR6 antagonist | 4 | 13 | 7 | 0 | 10 | 4 | 26 | -6
EBI2 block | 5 | -11 | -9 | -12 | -4 | -15 | -9 | -9
APOBEC3G inh | -3 | -3 | -6 | 1 | 0 | -3 | -7 | -5
Gli-Sufu antag | 7 | 3 | 13 | 11 | 2 | -23 | -11 | -1
CXCR6 block | 1 | 4 | 7 | -7 | 10 | 4 | 8 | -5
MPTP block | 2.5 | 1.6 | -2.5 | 1.7 | -0.1 | -4.0 | 0.9 | 1.0
APOBEC3A inh | 10 | 0 | 1 | 3 | 0 | 3 | -4 | -3

41) Cc1nc(NC(=O)CSc2nc3cccnc3n2C2CCCCC2)sc1C
42) O=C(CNC(=O)OCc1ccccc1)NC1CCCCCCC1
43) COc1ccc(C2NC(=O)CS2)cc1OC (centres undefined)
44) CC(=C\C(=O)O)/C(=C\c1cccc2ccccc12)C(=O)O
45) CCC(Oc1ccc(C)cc1)C(=O)Nc1ccc2c(c1)n(C)c(=O)n2C (centres undefined)
46) CCOC(=O)N=Nc1c2ccccc2c2nc3no[nH]c3nc12
47) O=C(Nc1cc(Cl)ccc1Oc1ccccc1)C1=COCCO1
48) Cc1cc(C)c[n+](CC(=O)c2ccc(NC(=O)c3ccccc3)cc2)c1
screen / no. | 41 | 42 | 43 | 44 | 45 | 46 | 47 | 48
GRIN3A LBD mod | -3 | -6 | -1 | 2 | 1 | 25* | 2 | -1
CCR6 antagonist | 2 | 3 | 10 | -2 | -2 | 46 | 14 | -10
EBI2 block | 4 | -5 | -2 | 0 | 11 | -5 | -3 | -4
APOBEC3G inh | -8 | -1 | -10 | -5 | -3 | -1 | 15 | -11
Gli-Sufu antag | 2 | 0 | 1 | 2 | 23 | 97* | -1 | 0
CXCR6 block | 11 | -6 | 5 | 23 | 1 | 36* | 6 | -4
MPTP block | 1.6 | 0.8 | -1.8 | 7.4 | 0.2 | 0.2 | 1.7 | 0.7
APOBEC3A inh | -2 | 2 | -5 | -6 | -7 | 3 | 17 | -4

49) Cc1cc(=O)n2nc(N3CCC(C(=O)NCCc4ccccc4)CC3)sc2n1
50) COc1cc(OC)c(C(=O)Nc2cccnc2)cc1OC
51) O=C1NC(=Nc2ccccc2Cl)S/C1=C\c1ccc(C(=O)O)cc1
52) O=C(CN1C(=O)NC2(CCCCCCC2)C1=O)N1CCOCC1
53) COc1ccc(N(C)S(=O)(=O)c2cccc(C(=O)OCC(=O)Nc3sc4c(c3C#N)CCCCC4)c2)cc1
54) O=C(CNC(=O)Cc1ccccc1)N=Nc1c(O)n(Cc2ccc3c(c2)OCO3)c2ccccc12
55) CC(OC(=O)CN1C(=O)NC2(CCCC2)C1=O)C(=O)c1ccc(C(C)(C)C)cc1 (centres undefined)
56) COc1ccc(Cl)cc1C(=O)NNC(=O)CNC(=O)c1ccco1
screen / no. | 49 | 50 | 51 | 52 | 53 | 54 | 55 | 56
GRIN3A LBD mod | 1 | -1 | 0 | -1 | -1 | -3 | -1 | 0
CCR6 antagonist | -12 | -6 | 4 | -17 | 8 | 24 | 6 | 3
EBI2 block | -3 | 1 | 2 | 5 | 12 | 17 | -7 | -3
APOBEC3G inh | 0 | -3 | -9 | 0 | -2 | x | -7 | -2
Gli-Sufu antag | -63 | -3 | 4 | 2 | -12 | x | -15 | 11
CXCR6 block | 0 | -4 | -1 | 1 | 3 | 9 | -12 | 1
MPTP block | -2.2 | 0.4 | 0.6 | -1.7 | 4.5 | 3.0 | 1.4 | -3.1
APOBEC3A inh | -1 | -3 | -3 | 4 | 5 | x | -1 | 0

57) Cc1ccccc1NC(=S)NCC1CCN(C(C)c2ccccc2)C1 (centres undefined)
58) O=C(C[n+]1cc(-c2ccc(F)cc2)n2c1CCC2)c1cccs1
59) CN(C)/C=C\C(=C/C(=O)C(F)(F)F)Nc1ccccc1Oc1ccccc1
60) O=C(Nc1cccnc1)c1cc(-c2ccc(Cl)c(Cl)c2)on1
61) Cn1c(C(=O)O)c(CC(=O)Nc2ccccc2F)c2ccccc21
screen / no. | 57 | 58 | 59 | 60 | 61
GRIN3A LBD mod | -2 | 3 | 1 | -3 | 1
CCR6 antagonist | 10 | 1 | 23 | 3 | -2
EBI2 block | 0 | -13 | 10 | 8 | -1
APOBEC3G inh | -2 | -7 | -6 | -9 | -4
Gli-Sufu antag | 14 | -54 | 13 | 23 | 23
CXCR6 block | 0 | 0 | 7 | -6 | 5
MPTP block | 2.0 | 2.7 | 0.1 | 0.8 | 0.5
APOBEC3A inh | 2 | -2 | 2 | -3 | -4
